ALOX12 inh: Primary qHTS assay for inhibitors of human arachidonate 12S-lipoxygenase (ALOX12): Round 2; Polyunsaturated fatty acid lipoxygenase ALOX12 (Homo sapiens), P18054; purified 12hLO, xylenol orange hydroperoxide absorbance; Potency, µM (top dose mostly 108 µM), inactives show at the top dose activity change, negative = inhibition, actives largely listed as inhibitors; 1.1% of 580,000 active; AID 1671190, 2021; active means well fitted inhibition curve with a large enough effect; inconclusive means small, poorly fitted or top-dose-only effect, or another doubt; inactive means no such curve, though single readings can be large or run the other way
Target sequence (P18054 whole entry, looked up): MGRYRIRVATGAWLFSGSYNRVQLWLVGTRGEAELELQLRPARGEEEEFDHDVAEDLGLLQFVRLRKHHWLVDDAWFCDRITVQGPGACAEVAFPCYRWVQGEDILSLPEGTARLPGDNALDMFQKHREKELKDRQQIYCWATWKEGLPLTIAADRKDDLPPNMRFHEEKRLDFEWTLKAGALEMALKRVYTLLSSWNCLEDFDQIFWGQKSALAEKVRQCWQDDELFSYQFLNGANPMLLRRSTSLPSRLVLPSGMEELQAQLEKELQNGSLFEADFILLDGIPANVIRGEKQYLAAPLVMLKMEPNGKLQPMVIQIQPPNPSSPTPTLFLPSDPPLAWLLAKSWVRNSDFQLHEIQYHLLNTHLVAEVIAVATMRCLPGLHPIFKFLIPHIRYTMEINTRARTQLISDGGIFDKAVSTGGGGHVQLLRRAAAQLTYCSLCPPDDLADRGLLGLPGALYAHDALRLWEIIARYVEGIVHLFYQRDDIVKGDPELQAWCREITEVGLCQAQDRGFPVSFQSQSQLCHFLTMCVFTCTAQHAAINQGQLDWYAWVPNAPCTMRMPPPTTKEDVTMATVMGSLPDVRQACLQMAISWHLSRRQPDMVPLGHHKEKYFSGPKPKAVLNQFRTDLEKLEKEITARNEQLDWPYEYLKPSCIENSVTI
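Purified human 12hLO (150 nM final) in 25 mM Hepes, 0.01% Triton X-100, pH 7.0 was preincubated 15 min at room temperature with compound. Then 40 uM arachidonic acid was added, 30 min. Hydroperoxide was read by Fe-XO absorbance ratio 573/405 nm.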
The depositor's hits bear a star; ? = inconclusive; [ ] = remark or other dose. On the % scale 0 is the no-effect control and ±100 the full control effect; potency means the concentration at half of the fitted maximal effect. Not all compounds are listed. The share of hits here may be higher or lower than overall.

compound	ALOX12 inh
COc1cccc(C(=O)N2[C@@H]3CC[C@H]2CC(NC(=O)c2ccncc2)C3)c1 (some centres not stated)	18%
Cc1ccc2oc([C@H]3CCN(Cc4ccc(N(C)C)cc4)C3)nc2c1	5%[176 µM]
O=C(c1cccs1)N1CCC(O)(c2ccccc2)[C@H](N2CCCC2)C1 (some centres not stated)	251%[activator]
Cc1cc2c(c(-c3nc4ccccc4s3)c1)OC(CNC(=O)CCc1cccnc1)C2 (configuration not stated)	-6%
CNC(=O)[C@@H]1C[C@H](Oc2cccnc2)CN1C(=O)c1ccc(OC)c(F)c1	15%
CN(CC1CCOCC1)C(=O)c1cc(F)ccc1Cl	28%
O=C(NCC1Cc2cccc(-c3ncccn3)c2O1)C1CCOC1 (configuration not stated)	13%
C#CCN1CC(COc2ccccc2)Oc2cccc(Oc3ccc(C(C)C)cc3)c2S1(=O)=O (configuration not stated)	-10%
COC(=O)CNC(=O)c1nc(-c2ccsc2)c2cnccn12	-3%[176 µM]
CCC(NC(=O)c1cc(OC)ccc1OC1CCN(C(C)=O)CC1)c1ccncc1 (configuration not stated)	31%[activator]
CC(C)CNc1ccc2c(c1)OC[C@H](C)NS2(=O)=O	?
COCCOc1cc(=O)n2c(c1C(=O)NCc1ccc(F)cc1)CCOCC2	42%[activator]

(further entries)
compound	ALOX12 inh
CCCN(CC1CCOC1)C(=O)Nc1cccc(C(F)(F)F)c1 (configuration not stated)	48%[activator]
C=CCN=C1NC(CCc2ccccc2)C(C(=O)OC)=C(C)N1Cc1ccccc1C(F)(F)F (configuration not stated)	?
CCOc1ccccc1NC(=O)Cn1c(N2CCOCC2)nc(CC)cc1=O	16%
CN1CCCC(CNC(=O)c2cnn(-c3nccc(-c4cccs4)n3)c2C2CC2)C1 (configuration not stated)	12%
COCCN1C(=O)[C@@H]2C[C@@H](CN2Cc2ccc(C#N)cc2)Oc2ccccc21	-1%[176 µM]
O=C(NCCc1cnc[nH]1)c1nc(-c2ccccc2)cc2[nH]ccc12	78%[activator][176 µM]
COCC(=O)N(C1CCOCC1)C1CCN(Cc2cccnc2)CC1	19%
Cc1cc(C(=O)N2CCCN(S(C)(=O)=O)C(c3ccccc3)CC(=O)NCC2)nn1C (configuration not stated)	31%
CCc1noc(-c2cccn3c(CNC(=O)Cc4cccc(OC)c4)nnc23)n1	41%[activator]
CCN(Cc1ccncc1)Cc1ccc2c(c1)CN(C(=O)c1ccccc1)CCO2	-3%
Cc1noc(-c2cn(C3CCN(C(=O)Cc4ccc(OC(F)(F)F)cc4)CC3)nn2)n1	-10%
COc1cccc(C(=O)N2CCCN(c3cc(-c4ccc(C)c(C)c4)[nH]n3)CC2)c1OC	33%

Retrieved one by one from above (four):
compound	ALOX12 inh
COc1cccc(C(=O)N2CCCN(c3cc(-c4ccc(C)c(C)c4)[nH]n3)CC2)c1OC	33%
COCC(=O)N(C1CCOCC1)C1CCN(Cc2cccnc2)CC1	19%
CCCN(CC1CCOC1)C(=O)Nc1cccc(C(F)(F)F)c1 (configuration not stated)	48%[activator]
CN1CCCC(CNC(=O)c2cnn(-c3nccc(-c4cccs4)n3)c2C2CC2)C1 (configuration not stated)	12%

(further entries)
compound	ALOX12 inh
Oc1cccc(Nc2cc3[nH]c(-c4ccccc4)cc3cn2)c1	?
CCCOc1ccccc1C(=O)N1CC[C@H](N(C)C)[C@H](CCC(=O)O)C1	30%[activator]
O=C(NCc1ccc2c(c1)OCO2)c1nc(-c2ccsc2)c2ccccn12	9%
CCc1nc(-c2c3n(c(=O)n(CC(=O)Nc4cccc(C)c4C)c2=O)CCCC3)no1	0%
CCn1cc(S(=O)(=O)N[C@@H]2CCOC[C@H]2O)c(C)n1	64%[activator]
Fc1cc(F)cc(Cc2nc3nccc(-c4ccncc4)n3n2)c1	23%
Fc1ccccc1CN1CC[C@H](c2nnc(Cc3ccccc3)o2)C1	109%[activator][176 µM]
Cc1ccc(C2Cn3nnc(C(=O)N4CCC(C(=O)NCCN5CCCC5)CC4)c3CO2)cc1 (configuration not stated)	49%[activator]
COc1ccc(C)cc1NC(=O)Cn1c(C)cc2nc3n(c(=O)c21)CCCCC3	20%
N#Cc1ccc(OCC(=O)N[C@@H](Cc2ccccc2)c2nc3ccccc3[nH]2)cc1	-4%
CC1=C[C@@H](CNC(=O)Nc2ccccc2)[C@H](C(C)C)C[C@H]1CC(=O)NCCN(C)C	-3%[176 µM]
COCCN1C(=O)CS(=O)(=O)C12CCN(C(=O)Cc1ccc(Cl)cc1)CC2	37%

(cont.)
compound	ALOX12 inh
CC[C@@H]1[C@@H](NC(=O)c2cc(C)nc3c2c(=O)[nH]c(=O)n3C)[C@@H]2CCO[C@H]12	42%[activator]
COc1ccccc1C(=O)N1CCCN(c2nnc3ccccn23)CC1	62%[activator]
CCc1cccc2c(C(CC(=O)N3CCc4ccccc4C3)c3cccc4c3OCO4)c[nH]c12 (configuration not stated)	?
CN1C(=O)[C@@]2(O[C@H]3c4ccccc4C=CN3C3=C2C(=O)CCC3)c2ccccc21	-14%
C[C@H](c1onc(-c2ccc(Cl)cc2)c1C(=O)O)N(C)C	-9%[176 µM]
COc1ncccc1CNC[C@H]1O[C@@H]2C[C@@H](CC(=O)NCc3cnn(C)c3)O[C@@H]2[C@@H]1O	-1%[176 µM]
Cc1[nH]c(=O)[nH]c(=O)c1CC(=O)N[C@@H]1COCC[C@@H]1OCc1ccccc1	54%[activator]
Cc1nn(C)c(C)c1CCNC(=O)CCC[C@@H]1[C@H]2CCCN3CCC[C@@H](CN1Cc1ccccc1)[C@@H]23	36%[activator]
c1cc(-c2cc3c(ccn3Cc3ccncc3)c(N3CCOCC3)n2)c2[nH]ncc2c1	19%[176 µM]
CC1CCN(C(=O)CCC2(Cc3ccc4ccccc4c3)CCC(=O)N2)CC1 (configuration not stated)	-7%
COc1ccc(NC(=O)Cn2c(=O)n(-c3ccccc3)c(=O)c3c2cc(C)n3C)c(OC)c1	2%
COc1ccc(CN2C[C@H]3CN(Cc4cccc(C)n4)CCN3C2=O)cc1	57%[activator][176 µM]

Next part
compound	ALOX12 inh
COCCNC(=O)Cc1c[nH]c2ncc(-c3ccc(OC)cc3)cc12	10%[176 µM]
O=C1NCCCCCCN(C(=O)C2CC=CC2)[C@H]2C[C@H](c3nc(Cc4ccccc4)no3)C[C@@H]12	18%
CC(C)(C)c1coc([C@@H]2COCCN2Cc2cnc3ccccc3c2)n1	-3%[176 µM]
COc1cccc(CCC(=O)N2CCC3(CC2)NC(=O)N(c2cccc(F)c2)N3)c1	5.6µM*
Cc1ccc(O[C@H]2CCOC[C@H]2NC(=O)CCc2c(C)noc2C)cn1	68%[activator]
O=C(O)CCCC(=O)OCCCc1cc2ccccc2c(=O)o1	-7%
CC(COc1cccc(Cl)c1)CN1CCC(C(O)(c2ccccc2)c2ccccc2)CC1 (configuration not stated)	?
CC(=O)Nc1ccc(S(=O)(=O)N[C@H]2CO[C@H]3[C@@H]2OC[C@@H]3n2nnnc2-c2ccc(N(C)C)cc2)cc1	9%
Cn1c(CNC(=O)Cn2nc3c(cc2=O)CCCCC3)nc2ccccc21	3%
C#CCO[C@@H]1CCN(S(=O)(=O)c2cccs2)[C@H](C(=O)N[C@H](C)C(N)=O)C1	?
CC(C)(C)C(=O)N1CCCC(c2nn(-c3ccccc3)c(=O)[nH]2)C1 (configuration not stated)	40%[activator][176 µM]
O=S(=O)(c1ccc(F)cc1)N1CCCc2nc(-c3ccc(Br)cc3)ccc21	2%

Filtered by structure: the entries above containing a thiophene ring, fused or not.
compound	ALOX12 inh
O=C(c1cccs1)N1CCC(O)(c2ccccc2)[C@H](N2CCCC2)C1 (some centres not stated)	251%[activator]
COC(=O)CNC(=O)c1nc(-c2ccsc2)c2cnccn12	-3%[176 µM]
CN1CCCC(CNC(=O)c2cnn(-c3nccc(-c4cccs4)n3)c2C2CC2)C1 (configuration not stated)	12%
O=C(NCc1ccc2c(c1)OCO2)c1nc(-c2ccsc2)c2ccccn12	9%
C#CCO[C@@H]1CCN(S(=O)(=O)c2cccs2)[C@H](C(=O)N[C@H](C)C(N)=O)C1	?

Next section.
compound	ALOX12 inh
O=C(c1cnccn1)N1CC(=O)N2[C@@H](CO)[C@H](c3ccc(Br)cc3)[C@@H]2C1	10µM*
Cc1ccc(-c2cn3c(n2)CO[C@@H](CNCc2ccc(S(C)(=O)=O)cc2)C3)cc1	64%[activator][176 µM]
O=[S+]([O-])(c1cccc(C(F)(F)F)c1)N1CCCC2(CC(c3cccc(C(F)(F)F)c3)=NO2)C1 (configuration not stated)	10%[6.33 µM]
Cc1cccc(S(=O)(=O)N(C)CC2CCOC2)c1 (configuration not stated)	29%
CCN1c2cc(C(=O)Nc3ccc(C)c(F)c3)ccc2C(=O)N2CCCCCC21 (configuration not stated)	7%
C[C@@H]1COc2cc(N3CCCCC3)ccc2S(=O)(=O)N1	?
COCCNC(=O)c1cnc2cc(C)nn2c1	8%[176 µM]
c1ccc(-c2nnc([C@H]3CCN(C4CCC4)C3)o2)cc1	69%[activator][176 µM]
COc1cccc(CN2CCCC(Cc3ncc(C)n3Cc3ccccc3)C2)c1 (configuration not stated)	?
Cc1ccc(S(=O)(=O)N2CCC(n3cnnc3C)CC2)c(C)c1	5%
CC(C)(C)c1coc([C@@H]2COCCN2C2CCC2)n1	?
CCC(=O)NCCC1CCN(C(=O)Nc2cc(F)cc(F)c2)CC1	14%

Next section.
mol,ALOX12 inh
CN(C)c1ccc(CN2C[C@H](O)C[C@H]2c2nc(-c3cccnc3)no2)cc1,35%[activator][176 µM]
CCOc1cc(=O)n2c(c1C(=O)Nc1ccc(S(N)(=O)=O)cc1)CCCC2,13%
O=C(c1ccccc1OCC1CCCN(C2CCCC2)C1)N1CCOCC1 (configuration not stated),4%
Cc1cccc2nc(C(=O)N3CCCC(c4[nH]ncc4-c4ccccc4)C3)cn12 (configuration not stated),23%
COc1ccc(NC(=O)c2cc3n(n2)CC(c2ccc4c(c2)OCO4)OC3)c(OC)c1 (configuration not stated),37%[activator]
O=C(Nc1ccc2ccccc2c1)C(=O)c1ccccc1F,?
Cc1ccc([S+](=O)([O-])N2CCc3nc(C4CC4)nc(-c4ccc(Cl)cc4)c3C2)cc1,2%
Cc1ccc(NC(=O)Cn2c(C)cc3nc4n(c(=O)c32)CCC4)c(C)c1,14%

More structures:
mol,ALOX12 inh
Cc1ccc(CN2CCOc3ccc(CN4CCC(Oc5cccnc5)CC4)cc3C2)o1,1%
Cc1ccc(C(=O)NCc2nnc3cc(-c4nc(C)no4)ccn23)cc1,-1%
O=C(Cn1c(=O)oc2ccccc21)N1CCC2(CC1)CC(OCC1CC1)CCO2 (configuration not stated),29%
CC(C)CNC(=O)N1CCCC(c2nc(-c3cccnc3)no2)CCNC(=O)CC1 (configuration not stated),66%[activator]
CN1CCCN(C(=O)[C@@H]2C[C@@H](Sc3nc4ccccc4[nH]3)CN2Cc2ccc(-c3ccccc3)cc2)CC1,?
COC(=O)C(Nc1cc(OC)ccc1OC)(c1cccc(OC)c1)C(Nc1cc(OC)ccc1OC)c1ccc(Br)cc1 (configuration not stated),-2%
CCc1ccc(CNC(=O)CN2C(=O)C(c3ccccc3)=NC23CCCC3)cc1,17%
O=C(CCC1CCN(C(=O)c2ccccc2F)CC1)NC1CC1,-7%

Next records follow.
mol,ALOX12 inh
Cc1ccc(C(=O)N2CCC(Oc3ccccc3-c3nc(-c4ccncc4)no3)C2)cn1 (configuration not stated),14%
COc1ccc(-c2cc(NC(=O)Cc3c[nH]c4ccccc34)ccc2Nc2cccnc2)cc1F,-2%
COc1ccc(-c2cc(N3CCCC(NC(=O)c4ccc(C)c(F)c4)C3)n[nH]2)cc1 (configuration not stated),?
Cc1cc2ncc(C(=O)NCCN3CCOCC3)cn2n1,-15%[176 µM]
O=C(c1ccccc1Cl)N1CCC2(CC1)NC(=O)N(Cc1ccccc1)C2=O,33%
COc1ccc2nc([C@H]3CCN(Cc4ccc5c(c4)OCO5)C3)[nH]c2c1,-11%[176 µM]
COCCC(=O)N1CCC2(CC1)CC(C(=O)N1CCOCC1)N(C)C2 (configuration not stated),36%[activator]
CC(C)CN1CCN(C(=O)c2ccc3c(c2)CC(=O)N3Cc2ccc(F)cc2)CC1,0%

Later entries:
mol,ALOX12 inh
COc1ccc(CC(=O)N2CCCN(c3cc(-c4ccc(Cl)cc4)[nH]n3)CC2)cc1,5%
COc1cccc(NC(=O)CCC2CCN(C(=O)c3ccccc3)CC2)c1,45%[activator]
O=C1Cc2c(-c3cccc(O)c3)n[nH]c2CN1CC1CC1,16%[176 µM]
CC(C)CCNC(=O)C1c2ccccc2C(=O)N(Cc2ccccc2)C12CCCC2 (configuration not stated),7%
COc1cccc(C(=O)N2CCC(N3C[C@H](O)C[C@H]3C(=O)N3CCN(c4ccccc4)CC3)CC2)c1,1%
Cc1ccc(NC(=O)N2CCC(Oc3ncccc3C(=O)N(C)C)C2)cc1 (configuration not stated),35%[activator]
COc1ccccc1-c1cc(C(=O)Nc2ccc3c(c2)C(=O)N2CCC[C@H]2C(=O)N3)[nH]n1,8%
CN1C(=O)N(C)C2(CCN(CCOc3ccccc3)C2)C1=O (configuration not stated),-3%

(next part)
mol,ALOX12 inh
CN(Cc1ccccc1)C(=O)c1ccnc(-c2nnc3ccc(Nc4ccccc4)nn23)c1,9%[176 µM]
CC(C)n1cc2cc(C(=O)O)sc2c1,9%
CN1CCCN(CC(=O)N2C[C@H](NS(C)(=O)=O)[C@@H](C3CC3)C2)CC1,17%
O=C(Cc1c[nH]c2ccccc12)Nc1ccc(Nc2ccncc2)cc1,-22%

Source: PubChem (National Center for Advancing Translational Sciences (NCATS))
